High-throughput results deposited in PubChem BioAssay by several laboratories.
TbMetRS inhib = Trypanosoma brucei MetRS inhibition; purified T. brucei MetRS, ATP depletion, Kinase-Glo luminescence; inhibition, % at 11.9 µM; actives 0.4% (n = 360,000); AID 624268;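 active means inhibition above a per-plate cutoff of the control wells' mean inhibition plus 3 SD, cut at about 5.5% in these data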;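 further: 0% = DMSO wells median and 100% = median of wells with control inhibitor compound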
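assay system = parasite MetRS enzyme | timing = 15 min preincubation, 2 h reaction, all 25 °C | evaluation = percent inhibition relative to median high and low control wells | medium = HEPES buffer containing pyrophosphatase, BSA, spermine, DTT | compound = single dose, 11.9 µM final nominal, 0.9% final DMSO | detection = Kinase-Glo luminescence, ATP depletion format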
MsrA inhibitor = inhibitors of bovine MsrA. inhibition, % at 15.5 µM. purified bovine MsrA, absorbance read-out. AID 651718. actives 0.75% (n = 360,000); in the data active means inhibition above about 4.5%;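 further: 0% = vehicle wells with enzyme and 100% = reference inhibitor wells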
E coli Lon inh = inhibitors of E. coli Lon protease; actives 0.42% (n = 360,000); inhibition, % at 7.94 µM; AID 602123; purified E. coli Lon protease, fluorescence polarization; P0A9M0; in the data active means inhibition above about 13%, passing the limit was not always enough;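 further: 0% = enzyme with probe and DMSO and 100% = no enzyme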
LMPTP inh = LMPTP (human) inhibition | inhibition, % at 20 µM | recombinant LMPTP-A, OMFP fluorogenic substrate, fluorescence intensity | actives 0.22% (n = 360,000) | P24666 | AID 651560;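 active means compounds that cut the enzyme signal by at least half of the control window in the single-dose screen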;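 further: plate controls were DMSO wells with enzyme plus substrate for no effect and substrate without enzyme for full effect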
Target sequence (P24666 whole entry, looked up): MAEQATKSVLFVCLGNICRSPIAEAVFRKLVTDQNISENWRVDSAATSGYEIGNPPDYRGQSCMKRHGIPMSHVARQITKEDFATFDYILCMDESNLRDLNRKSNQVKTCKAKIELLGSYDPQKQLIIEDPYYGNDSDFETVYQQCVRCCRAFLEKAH
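Test system – LMPTP-A enzyme · Amount – LMPTP-A at 0.625 nM final in the reaction · Buffer or medium – Bis-Tris pH 6.0, DTT, detergent · Reagent – OMFP 400 µM · Doses – single 20 µM dose · Schedule – reaction 50 min, room temperature, dark · Detection – fluorescence intensity of OMFP turnover product · Evaluation – percent inhibition versus substrate-only and uninhibited controls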
Scp-1 inhibitor = inhibitors of human Scp-1 phosphatase; actives 0.88% (n = 340,000); Recombinant Scp1, phosphopeptide, malachite green phosphate absorbance; inhibition, % at 20 µM;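 active means inhibition above about 50% at 20 µM, limit read from the data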;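 further: plate controls were DMSO wells with enzyme for no effect and wells lacking enzyme for full effect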
Target sequence (Q9GZU7 76-261 limits assumed): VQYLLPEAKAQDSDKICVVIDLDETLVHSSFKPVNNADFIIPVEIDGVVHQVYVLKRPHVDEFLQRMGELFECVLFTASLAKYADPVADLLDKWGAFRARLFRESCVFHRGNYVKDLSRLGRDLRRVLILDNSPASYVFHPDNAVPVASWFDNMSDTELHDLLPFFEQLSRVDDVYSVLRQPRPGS
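Incubation: 45 min enzyme reaction at room temperature / System: truncated SCP-1 phosphatase (76-261aa) / Reagent: Phospho 17-mer peptide substrate / Buffer or medium: Acidic Tris acetate buffer with magnesium and detergent / Signal: absorbance at 630 nm / Doses: one concentration, 20 µM, with 1.0% DMSO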
MsrA act = activators of bovine methionine sulfoxide reductase A; purified bovine MsrA, absorbance read-out; activation, % at 10.6 µM; actives 0.3% (n = 360,000); AID 602163; in the data active means activation above about 7.5%;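 further: 0% = vehicle and 100% = reference activator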
DNMT1 inh = blocks human DNA methyltransferase DNMT1 | P26358 | inhibition (reported as % activation of signal), % at 10 µM | DNMT1 molecular beacon, Hinp1I cleavage, fluorescence | actives 0.83% (n = 360,000); in the data active means inhibition above about 50%
SUMO1 PPI mod = alters human SUMO1 binding to SIM partners | SUMO1 binding to a labelled peptide, TR-FRET, 1 h | inhibition, % at 20 µM | actives 0.33% (n = 360,000) | AID 602429; in the data active means inhibition above about 37%
Target sequence (P63165 whole entry, looked up): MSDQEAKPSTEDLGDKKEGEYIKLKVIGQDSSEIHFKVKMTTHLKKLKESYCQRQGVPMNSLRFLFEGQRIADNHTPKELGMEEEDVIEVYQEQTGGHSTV
NRP1-CendR mod = modulators of CendR peptide binding to human neuropilin-1 | actives 0.85% (n = 360,000) | O14786 | inhibition, % at 25 µM | FAM-RPARPAR peptide binding to NRP-1, fluorescence polarization;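 active means inhibition or corrected inhibition above about 18%, plus a signal ratio from 0.5 to 1.5, limit read from the data, passing the limit was not always enough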; further: strong numbers were not always called active
STEP block = inhibitors of human striatal-enriched phosphatase STEP. P54829. inhibition, % at 20 µM. AID 588621. recombinant STEP, OMFP fluorogenic substrate, fluorescence. actives 0.25% (n = 360,000);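 active means inhibition at 20 µM, scaled per plate between control wells, above about 37%, limit read from the data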;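 further: 0% = DMSO with enzyme and substrate and 100% = substrate only without enzyme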
Target sequence (P54829 whole entry, looked up): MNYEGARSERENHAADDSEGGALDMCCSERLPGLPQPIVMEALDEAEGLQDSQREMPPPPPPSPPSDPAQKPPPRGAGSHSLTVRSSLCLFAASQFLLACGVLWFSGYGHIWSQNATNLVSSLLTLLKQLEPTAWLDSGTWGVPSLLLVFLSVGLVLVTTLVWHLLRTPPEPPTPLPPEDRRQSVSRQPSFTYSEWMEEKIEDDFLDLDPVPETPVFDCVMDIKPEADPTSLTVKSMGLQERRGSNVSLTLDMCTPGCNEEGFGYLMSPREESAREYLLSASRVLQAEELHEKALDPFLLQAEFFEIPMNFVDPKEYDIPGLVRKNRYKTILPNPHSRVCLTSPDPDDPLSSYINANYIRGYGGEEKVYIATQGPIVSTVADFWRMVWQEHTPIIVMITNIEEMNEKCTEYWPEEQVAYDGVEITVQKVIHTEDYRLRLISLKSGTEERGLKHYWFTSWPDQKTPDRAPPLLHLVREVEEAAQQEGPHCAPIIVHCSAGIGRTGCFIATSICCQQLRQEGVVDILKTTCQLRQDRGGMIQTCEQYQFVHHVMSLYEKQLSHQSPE
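System: STEP phosphatase, cell-free reaction; Buffer or medium: Bis-Tris pH 6.0 buffer with DTT, detergent; Incubation: 20 min at room temperature, dark; Measured by: fluorescence, 480/540 nm.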
Numbers without * were called inactive; i = inactive; · = not tested or not shown.

structure,TbMetRS inhib,MsrA inhibitor,E coli Lon inh,LMPTP inh,Scp-1 inhibitor,MsrA act,DNMT1 inh,SUMO1 PPI mod,NRP1-CendR mod,STEP block
CCn1cc(C2=NOC(C(=O)Nc3c(C)nn(Cc4ccc(F)cc4)c3C)C2)c(C)n1 (centres undefined),0.5,-0.5,-7,0.3,-3,0,2,4,-3,3
O=C1CC(c2ccc(F)cc2)Cc2nc(NCC3CCCO3)ncc21 (centres undefined),-0.2,1.0,2,-0.9,-8,-3,-1,3,-7,-4
O=C(NCc1ccc2c(c1)OCO2)c1cc(=O)[nH]c2ccccc12,-0.3,1.6,1,-1.8,-5,-4,17,1,3,3
C/C(=N\NC(=O)CNC(=O)c1ccco1)c1ccc(Br)cc1,-0.6,-0.1,-6,-0.1,-7,-5,2,-3,9,1
C=C(C)CN(CC)C(=O)CSc1nc(O)cc(=O)n1C1CCCC1,-0.1,-0.9,8,-0.9,3,-4,3,0,-13,-3
Cc1ccc(F)cc1C(=O)N1CCCC(c2cc(C(=O)NCc3ccc(F)cc3)no2)C1 (centres undefined),-0.2,1.0,-5,0.6,·,-4,-4,-1,-12,-3
Cc1cc(N=Nc2ccc3ccccc3c2)ccc1O,-0.5,-0.9,1,3.9,-12,-3,-16,-8,9,0
CC(=O)N/C(=C\c1ccccc1)C(=O)OC(C)C(=O)Nc1ccccc1F (centres undefined),-0.3,-0.1,6,-0.7,-5,-3,0,-2,-12,-3
NC(=O)c1cc([N+](=O)[O-])ccc1NCCc1ccccc1,1.8,0.9,-18,0.1,-8,-3,2,-23,-3,0
CCCNc1nc2c(c(=O)[nH]c(=O)n2C)n1Cc1ccc(F)cc1,-0.1,-1.8,2,-2.7,-10,0,4,4,-6,-2
CC1(C(=O)O)Cc2ccccc2C(=O)O1 (centres undefined),-0.7,1.9,-6,-1.9,-4,-5,2,0,-7,-2
CCOC(=O)c1cc2c(nc1C)-c1cc(Cl)cc(Cl)c1OC2O (centres undefined),-0.5,0.6,-4,0.4,3,-10,4,-8,-5,-2
Cc1cc(C(=O)CC#N)c(C)n1CC(F)(F)F,-0.4,1.2,5,0.9,-13,-1,-1,-1,1,1
CC1CN(C(=O)N2c3ccccc3Sc3ccccc32)CC(C)O1 (centres undefined),-0.8,-0.3,8,-0.1,-5,-6,3,-1,5,-3
O=C(NCc1ccco1)c1c(F)c(F)c(F)c(C(=O)NCc2ccco2)c1F,0.2,1.7,-21,0.3,6,-3,4,9,-2,1
Clc1ccccc1-c1nn2c(Cn3cnc4ccccc43)nnc2s1,0.2,-1.7,-7,0.3,-2,1,2,5,-3,3
COc1cccc(-c2nc(N3CCCC3)c3ccccc3n2)c1O,-0.7,1.1,-2,5.9,-2,-7,0,-2,3,1
COc1ccc(C2OC(CCc3ccccc3)CC3=C2C(=O)OC(C)(C)O3)cc1 (centres undefined),0.1,-0.1,-7,1.7,·,-5,0,8,2,1
Cc1ccc(C)c(OCC(=O)NNC(=O)CSC(=S)N2CCCC2)c1,0.1,-0.7,-5,0.5,5,1,3,1,-8,6
Cc1ccc(Cl)cc1N1CCN(C(=O)Cc2csc(Nc3nc(=S)[nH]c4ccccc34)n2)CC1,-0.7,1.5,-2,-1.4,4,-2,23,9,10,2
CCN(CC)c1ccc(/C=C(\C#N)C(=O)c2ccc(Br)cc2)cc1,-0.2,0.5,i,8.9,-8,-7,15,-66,132,-126
COc1ccc(S(=O)(=O)NCC(c2ccc3c(c2)OCO3)N2CCOCC2)cc1 (centres undefined),-0.5,0.8,2,-0.9,1,-3,1,-4,-10,-3
COc1ccc(CNc2cc(C)nc3ccc(OC)cc23)cc1,0.2,0.7,-3,3.1,-1,-3,1,-1,-8,-2
O=C(CCN1C(=O)CSc2ccccc21)Nc1cccc(C(F)(F)F)c1,0.2,-0.1,1,-0.1,-3,-3,-6,6,-12,-2

Two entries picked at random from those above, as already listed:
structure,TbMetRS inhib,MsrA inhibitor,E coli Lon inh,LMPTP inh,Scp-1 inhibitor,MsrA act,DNMT1 inh,SUMO1 PPI mod,NRP1-CendR mod,STEP block
O=C(CCN1C(=O)CSc2ccccc21)Nc1cccc(C(F)(F)F)c1,0.2,-0.1,1,-0.1,-3,-3,-6,6,-12,-2
COc1ccc(C2OC(CCc3ccccc3)CC3=C2C(=O)OC(C)(C)O3)cc1 (centres undefined),0.1,-0.1,-7,1.7,·,-5,0,8,2,1

Continuation.
structure,TbMetRS inhib,MsrA inhibitor,E coli Lon inh,LMPTP inh,Scp-1 inhibitor,MsrA act,DNMT1 inh,SUMO1 PPI mod,NRP1-CendR mod,STEP block
CC(SCc1ccccc1)C(=O)Nc1ccccc1F (centres undefined),·,-0.6,·,-3.1,-5,·,-1,-4,-4,1
CN(C(=O)Cn1cc(C(F)(F)F)ccc1=O)c1c(N)n(Cc2ccccc2)c(=O)[nH]c1=O,-0.1,0.2,5,-0.6,-2,-7,0,-5,-9,0
O=C(Nc1ccc(Cl)cc1)N1CCC(c2nc(-c3cccs3)no2)CC1,-0.3,-0.4,2,0.0,-2,-2,-4,0,3,-1
C=CCn1c(NCc2ccc(OC)cc2O)nc2ccccc21,0.5,-0.7,0,3.6,1,-4,-3,0,-1,0
Cc1ccc(S(=O)(=O)N2CCN(S(=O)(=O)N3CCCCCC3)CC2)cc1,-1.7,-1.4,-7,-0.3,3,-9,1,2,3,1
CCOC(=O)C1CCCN(C2CC(=O)N(c3cccc(C(F)(F)F)c3)C2=O)C1 (centres undefined),0.1,1.6,3,-1.9,-21,-4,3,-4,13,-2
N#CCC(=O)Nc1ccc(C(=O)Nc2cccc(S(N)(=O)=O)c2)cc1,0.6,1.3,-10,3.3,4,0,-11,-1,-10,0
Cc1nn(CC#N)c(=O)n1-c1ccc(Cl)cc1,-0.9,0.1,6,-0.9,6,-8,2,-2,3,-1
Cc1ccc(NC(=O)c2cc(S(=O)(=O)N(C)C)ccc2N2CCCC2)cc1S(=O)(=O)N(C)C,-0.2,0.7,-1,1.3,-4,0,-4,4,-5,3
O=C(NC1CCCCC1)C1CCN(c2nnnn2-c2ccccc2)CC1,-1.2,2.8,-4,0.4,-12,-1,1,1,0,0
Cc1sc(NC(=O)c2ccc3ncsc3c2)c(C(N)=O)c1C,-0.4,-1.1,-5,1.8,-5,0,-2,-4,-4,2
CCOc1ccc2cc(C3CC(c4ccco4)=NN3S(C)(=O)=O)c(=O)[nH]c2c1 (centres undefined),0.1,3.1,6,-0.9,1,-4,2,-1,-25,-2
COC(=O)/C(C#N)=C(/Nc1ccc(F)c(Cl)c1)C(F)(F)F,0.3,-0.9,5,0.1,-4,-1,-5,-3,-1,-1
CC(C)c1c(C(=O)N/N=C/c2cccnc2)nnn1-c1nonc1N,-0.1,-1.0,-2,-2.3,3,-5,-2,-7,12,-1
COc1ccc(C(=O)Nc2nc(C)c3cc4c(cc3n2)OCO4)cc1,0.0,1.5,-9,0.0,-7,-5,3,12,-4,0
Cc1cccc(C)c1NC(=O)C(c1cccc([N+](=O)[O-])c1)N(C)C(=O)c1ccccn1 (centres undefined),1.1,-0.1,3,-1.8,-5,-2,2,-18,2,-4
COc1ccc(/C(O)=C/c2nc3ccc(C(=O)NCCc4cccc(C)c4)cc3[nH]c2=O)cc1OC,2.4,0.8,-134,-0.9,4,-4,-20,-4,-94,2
COC(=O)c1cn(NC(=O)c2ccncc2)c(=O)c2ccccc12,0.5,2.5,-2,-1.2,5,-1,4,7,13,2
CCCC[C@@H]1C=C(C(=O)O)[C@H](c2ccc3c(c2)OCO3)N1S(=O)(=O)c1ccc(C)cc1,-0.8,-1.5,1,2.0,-5,-10,2,7,-4,-4
COC(=O)c1cc(C)sc1NC(=S)N1CCN(CCc2ccccc2)CC1,-0.4,0.7,2,2.3,2,-4,-2,-6,-2,2
CC1(C(=O)Nc2ccc3c(c2)OCO3)CCN1C(=O)C1CCCCC1 (centres undefined),0.7,0.7,-9,-0.7,·,-1,0,-3,1,0
C=CCn1c(=O)/c(=C/c2ccc(F)cc2)s/c1=C(\C#N)c1nnc2n1CCCCC2,-0.6,1.4,4,0.0,5,-5,2,-12,-2,2
Cc1occc1C(=O)NNS(=O)(=O)c1ccc(Cl)cc1,-0.7,-1.3,-6,-0.3,1,-5,1,-2,-6,-2
COc1ccc(S(=O)(=O)N2CCOCC2)cc1NC(=O)c1ccc(OC(F)F)cc1,-0.3,0.2,-10,0.9,-1,-7,-4,-2,-8,-2
CCC(NC(=O)c1cc(COc2ccc(C)nc2)on1)c1ccc(C)cc1 (centres undefined),-0.5,2.2,5,-0.1,1,-5,0,0,6,-1
COc1ccc(CC2(CO)CCN(Cc3ccncc3)CC2)cc1,0.6,1.6,-10,-1.7,-3,0,-1,-4,1,0
O=C(Cc1ccccc1F)NNC(=O)c1cccs1,-0.2,-0.6,2,-1.2,-7,-4,-3,-7,20,-1
COc1ccccc1-c1ocnc1C(=O)Nc1ccc(N2CCOCC2)cc1N1CCOCC1,-0.7,0.0,15,0.9,-2,-5,0,0,2,-1
Cc1ccc(C)c(N(CC(=O)NC2CCCC2)C(=O)CCC(=O)Nc2nccs2)c1,0.1,-1.4,-3,-0.5,-5,-1,0,2,2,-2
CSc1ccc(CN2CCN(CC=C(C)C)C(CCO)C2)cc1 (centres undefined),0.4,0.9,2,-0.7,-5,-2,0,0,8,3
CCN(CCCNC(=O)CCn1c(=O)[nH]c2ccccc2c1=O)c1ccccc1,0.1,-1.5,7,-0.1,-5,-1,1,-2,3,0
COc1cccc(C(=O)N(C)CC(=O)Nc2cccc3ccccc23)c1,-0.2,-0.6,2,-1.2,1,-1,2,-11,2,0
CCN1CCN(c2ccc(NC(=O)c3cc(S(=O)(=O)N4CCCC4)ccc3Cl)cc2)CC1,-0.2,0.4,-11,3.9,-10,-6,1,-27,-12,2
COc1ccccc1C(=O)Nc1ccnn1C1CCN(CC2CC=CCC2)CC1 (centres undefined),0.8,-0.4,-5,-0.6,-2,-4,3,3,4,0
CC(C)(C)c1ccccc1OCCOCCNCc1ccccc1,-1.0,-0.9,2,0.0,1,-2,0,0,5,1
O=S(=O)(Nc1cccc(-c2ccc3nncn3n2)c1)c1ccc(Cl)s1,-1.3,0.6,-2,-0.3,1,-8,1,-1,-9,0
COc1ccc(CCC(=O)N2c3ccccc3N=C(c3ccc(C(F)(F)F)cc3)C2C(=O)NC2CCCC2)cc1 (centres undefined),0.1,0.7,·,4.0,·,·,·,-6,-8,·
CC(C(=O)Nc1ccc(F)c(F)c1F)N(C)CC(=O)Nc1ccccc1Br (centres undefined),0.0,0.7,-5,1.5,-4,-5,-2,-2,-8,-3
